From PubChem BioAssay
INS-1E GSIS act = primary screen for activators of insulin secretion dependent on glucose, INS-1E cells, GLuc reporter luminescence; INS-1E GLuc reporter insulin secretion, 2-3 h; activation, % at 16.6 µM; 0.61% of 370,000 active; AID 743287;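 active = lowest replicate activation of at least 40%, so every replicate reaches that level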;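 also: 0% = median of neutral control wells and 100% = median of IBMX positive control wells; some compounds called inactive have numbers as strong as hits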
FN deposition inh = fibronectin deposition inhibition; AH1F fibroblasts, Alexa488-fibronectin deposition fluorescence, overnight; inhibition, % at 12.6 µM; 0.086% of 350,000 active;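 active = mean inhibition across replicates of 30% or more, regardless of how many single replicates reach that level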;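 also: positive control wells lacked labelled fibronectin entirely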
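material = AH1F fibroblast monolayer depositing Alexa488-labelled fibronectin into matrix | amount = 10000 AH1F cells/well | buffer or medium = DMEM plus 2% serum, read in PBS | incubation = 1 h cell adhesion before compound, then overnight fibronectin incubation | detection = fluorescence at 485 nm excitation, 525 nm emission | evaluation = percent inhibition as loss of matrix-bound fibronectin fluorescence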
Cneo AK release = causes C. neoformans cell lysis | 0.2% of 360,000 active | lysis activity, % at 15 µM | adenylate kinase release luminescence, 4 h; normalised: neutral wells 0, clomiphene wells 100;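 active = mean lysis activity across replicates of at least 80%, whatever share of replicates individually reach that level; inactive = mean lysis activity below 80%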
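Material: C. neoformans cells | Amount: Yeast cell density of 5 × 10^6 cells/mL | Medium: Fresh YPD growth medium | Dosing: Single dose | Times: Static 4 h at 37 °C with compound, 1 h detection | Detection: AK luminescence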
PGC1a acetyl inh = lowers PGC1a acetylation signal in U2OS cells. AlphaScreen anti-acetyl-lysine; with virally co-expressed GCN5 acetyltransferase. inhibition, % at 15.6 µM. 0.17% of 350,000 active;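 active = every replicate shows inhibition of at least 40%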;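 also: 0% = neutral control wells and 100% = positive control wells; some results beyond the cut were filed as inactive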
miR-122 sensor = inhibitors of miR-122 in Huh7 cells | 0.3% of 340,000 active | activation (reporter increase), % at 12.5 µM | Huh7 miR-122 Renilla luciferase sensor, 48 h; neutral wells = 0, positive control = 100;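 active = mean replicate activation score at least 90 and every replicate individually at or above 90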;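 also: higher luciferase means less miR-122 activity so hits act as miR-122 inhibitors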
F508del corr = correctors of CFTR F508del function in bronchial epithelial cells; activity (quench increase), % at 7.58 µM; CFBE cells, YFP halide quenching; stimulated with forskolin plus potentiator P3; % fluorescence drop versus neutral controls; 0.36% of 350,000 active;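 active = mean added fluorescence quench of at least 8% versus neutral control, with both replicates also reaching 8%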;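 also: cells transiently co-express mutant CFTR-F508del with the halide-sensitive YFP; corrector assay measuring rescue of mutant channel to the surface after 24 h compound exposure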
PglD inh = PglD (C. jejuni) enzyme inhibition. 0.098% of 360,000 active. inhibition, % at 12.5 µM. purified PglD enzyme, DTNB colorimetric CoA detection; in the data active = inhibition above about 16%, passing the limit was not always enough; also: strong numbers were not always called active
C2C12 statin = protects C2C12 myotubes from simvastatin toxicity; 0.78% of 330,000 active; ATP luminescence, 48 h; scaled: DMSO 0, geranylgeraniol control 100; rescue of ATP level, % at 7.49 µM; AID 602340;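 active = mean ATP rescue above about 67%, or every replicate alone reaching that limit, limit read from the data, passing the limit was not always enough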;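 also: myotubes were challenged with 10 µM simvastatin during compound exposure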
The depositor's hits bear a star; · = no result given; & = joins results of further samples; [ ] = dose if it differs, or a comment.

SMILES	INS-1E GSIS act	FN deposition inh	Cneo AK release	PGC1a acetyl inh	miR-122 sensor	F508del corr	PglD inh	C2C12 statin
CC(C)Sc1nc2ccc(Br)cc2[nH]1	16	6	·	1	·	-1.5	·	·
COc1cc2c(cc1OC)C(C)N(C(=O)CCN1C(=O)C3C4C=CC(C4)C3C1=O)CC2 (stereo unspecified)	8	·	5	0	0	·	-187	-3
COCCCNc1nc(SCc2ccccc2)nc2sc3c(c12)CCC3	·	-3	0	-5	17	·	0	-21
N#Cc1ccc(OCC(=O)N2CCN(C(=O)c3ccco3)CC2)cc1	0	-1	-1	-7	-12	1.5	-4	9
CCn1cc(Br)c(C(=O)Nc2cccc(Cl)c2)n1	25	·	-2	4	-1	·	-2	-6
O=S(=O)(c1ccccc1)n1ccc2ccccc21	·	·	-1	-5	4	·	3	·
O=C(Nc1nc2ccccc2[nH]1)C12CC3CC(CC(C3)C1)C2	·	·	-3	3	8	·	4	-7
O=C(C(=NNc1ccccc1)c1ccccc1)c1ccccc1	·	4	-1	-1	-6	1.1	-6	7
Cc1ccc(N2C(=O)c3ccccc3C(C)(C)C2=O)cc1	11	0	-2	1	-4	-2.0	4	1
Nc1nnc(SCc2ccccc2Cl)s1	·	·	-1	7	-3	·	-3	8
C[C@H]1CN([C@@H](C)CO)C(=O)c2cccc(NS(=O)(=O)c3cn(C)cn3)c2O[C@H]1CN(C)C(=O)Nc1ccccc1	1	·	-4	4	-4[16.7 µM]	-0.3	-1	·
Cc1cc(C(=O)Nc2ccc3c(c2)C(=O)N(C)[C@@H]2CC[C@@H](CC(=O)NCC(F)(F)F)O[C@H]2CO3)no1	6	-18	-1	3	25[16.7 µM]	-1.1	1	-10
COC(=O)c1c(N)c(C#N)c(C)n1-c1ccccc1	10	·	5	-1	-3	·	-4	42
CC(C(=O)O)c1ccc(N2Cc3ccccc3C2=O)cc1 (stereo unspecified)	·	-2&4	-10	-7	-1	5.7	6	-9
N=c1ccn(Cc2c(Cl)cccc2Cl)cc1	-19	2	·	1	·	0.8	·	·

Entries of single compounds as entered above:
Profile of N#Cc1ccc(OCC(=O)N2CCN(C(=O)c3ccco3)CC2)cc1 → INS-1E GSIS act: 0; FN deposition inh: -1; Cneo AK release: -1; PGC1a acetyl inh: -7; miR-122 sensor: -12; F508del corr: 1.5; PglD inh: -4; C2C12 statin: 9
Profile of O=C(Nc1nc2ccccc2[nH]1)C12CC3CC(CC(C3)C1)C2 → INS-1E GSIS act: ·; FN deposition inh: ·; Cneo AK release: -3; PGC1a acetyl inh: 3; miR-122 sensor: 8; F508del corr: ·; PglD inh: 4; C2C12 statin: -7
Profile of CC(C)Sc1nc2ccc(Br)cc2[nH]1 → INS-1E GSIS act: 16; FN deposition inh: 6; Cneo AK release: ·; PGC1a acetyl inh: 1; miR-122 sensor: ·; F508del corr: -1.5; PglD inh: ·; C2C12 statin: ·

New compounds follow.
SMILES	INS-1E GSIS act	FN deposition inh	Cneo AK release	PGC1a acetyl inh	miR-122 sensor	F508del corr	PglD inh	C2C12 statin
CCOC(=O)c1ccc(Nc2nc(C)cc(C)n2)cc1	28	-15	0	-5	4	-0.9	-2	2
COc1ccc(NC(=O)[C@@H]2CC=C[C@@H]3CCN(C4CCCCC4)C(=O)[C@@H]32)cc1	-7	-3	0	7	4	1.9	4	4
COC(=O)N/N=C\c1cc2c(cc1Br)OCO2	-8	2	-2	-13	-1	-2.4	2	3
O=C(C[C@H]1C[C@@H]2c3cc(NC(=O)c4ccc5c(c4)OCO5)ccc3O[C@@H]2[C@H](CO)O1)NCC(F)(F)F	6	·	12	-2	3[16.7 µM]	1.1	0	0
Cc1ccc(C(=O)NC(=S)Nc2cccc3c(C)cc(C)nc23)cc1	·	-14	1	0	32	·	-2	-5
Nc1ccc(S(=O)(=O)c2ccccc2)nc1	4	0	6	·	-11	0.8	-4	26
COc1cccc(S(=O)(=O)Nc2ccc3c(c2)OC[C@@H](C)N(Cc2ccccc2F)C[C@H](C)[C@H](OC)CN(C)C3=O)c1	-17	-2	-1	-4	·	-4.1	-2	27
O=C(Nc1ccccn1)C1CCCN1S(=O)(=O)c1ccc(Cl)cc1 (stereo unspecified)	8	·	-2	-2	1	1.0	-1	·
O=C(C[C@H]1CC[C@H](NC(=O)C2CCC2)[C@H](CO)O1)NCC1CC1	-4	-8	-27	-1	4[16.7 µM]	-4.2	-1	-4
O=C(CCc1c[nH]c2ccccc12)N1CCCC1	9	2	0	·	·	0.8	5	11
c1ccc2c(c1)C(=NC1CCCCC1)NC2=NC1CCCCC1	·	10	1	-17	-9	·	4	-82
Cc1ccccc1/C=C1\CCCc2ccccc2C1=O	·	2	-1	-11	-4	·	5	-1
Cc1ccc(-c2nc(C#N)c(NCc3cccc4c3OCO4)o2)cc1	·	·	-1	-2	4	·	-5	9
CCCn1c(N)c(N(CCOC)C(=O)C(C)Oc2ccc(F)cc2)c(=O)[nH]c1=O (stereo unspecified)	0	1	·	·	0	0.1	·	1
Cc1ccc(N2C(=O)c3cccc4c(N)ccc(c34)C2=O)c2cccnc12	-8	-202	2	7	25	-4.1	4	-36
Cc1ccc(-n2ncc3c2CCCC3NC(=O)CCC2=NNC(=O)CC2)cc1C (stereo unspecified)	8	-2	-1	·	-1	1.2	-2	6
CCOc1ccc(N(CC(=O)NCc2ccccc2Cl)S(=O)(=O)c2c(C)noc2C)cc1	-53	-14	-2	-15	9	4.5	-4	0
CN(CC(=O)Nc1ccccc1Br)C(=O)c1ccccc1-c1nc2ccccc2s1	1	-3	2	·	·	-1.9	-5	-1
Cc1noc(C)c1NC(=O)N(C)C[C@H]1Oc2ncc(C#CC3CC3)cc2C(=O)N([C@H](C)CO)C[C@@H]1C	3	·	-1	7	-4[16.7 µM]	-3.6	0	32
C[C@@H]1CN([C@H](C)CO)S(=O)(=O)c2ccc(-c3ccc(F)cc3)cc2O[C@H]1CN(C)S(C)(=O)=O	-14	1	-3	-18	-7[16.7 µM]	1.3	3	-23
CN(C)C(=O)C[C@@H]1C[C@H]2c3cc(NC(=O)C4CCOCC4)ccc3O[C@H]2[C@H](CO)O1	-9	-5	-1	-10	-3[16.7 µM]	0.5	1	9
CN(C(=O)c1cccc(NC(=O)Cc2cccc([N+](=O)[O-])c2)c1)C1CCCC1	0	-4	-1	-2	-5	0.9	-4	1
O=C(CCc1nnc(-c2ccc(-c3ccccc3)cc2)o1)N1CCCCC1	-7	-2	·	-5	·	-0.5	·	·
Cc1ccc(N2C(=O)c3ccccc3C2C(=O)c2cc(C)ccc2O)cc1 (stereo unspecified)	6	2	0	·	·	-4.3	7	·
CCOC(=O)c1oc2ccccc2c1CN1CCCCC1	24	8	1	·	-4	0.2	-8	6
COc1ccc(S(=O)(=O)N(C)C[C@H]2Oc3ccc(NC(=O)Nc4ccc5c(c4)OCO5)cc3CC(=O)N([C@@H](C)CO)C[C@H]2C)cc1	-20	·	-1	-1	-14[16.7 µM]	-3.5	4	-4
COc1ccc(NC(=O)c2ccc3c(c2)CCN3S(=O)(=O)c2ccccc2)c(OC)c1	7	2	1	-4	37	-1.1	-1	-4
COc1cccc(NC(=O)COC(=O)C2CCCCC2)c1	9	1	-5	9	13	2.4	-4	-2
CCOc1ccccc1NC(=O)CSC1=NN2CCCC(=O)N=C2S1	1	4	-4	4	2	2.1	-2	-25
O=C(CCn1cncn1)N1CCCC(N2CCN(c3cccc(C(F)(F)F)c3)CC2)C1 (stereo unspecified)	-2	·	-2	·	·	-0.8	0	-7
COc1ccc(C(=O)Nn2c(SCC(=O)N3CCC(C)CC3)nc3ccccc3c2=O)cc1	·	-5	-5	·	-16	·	2	-21
Cc1noc(C)c1S(=O)(=O)Nc1ccc2c(c1)C(=O)N([C@@H](C)CO)C[C@H](C)[C@@H](CN(C)C(=O)c1ccncc1)OCCCC[C@H](C)O2	-3	·	0	4	2[16.7 µM]	1.2	-1	·
Cc1cc(C)c2c(CN3CCN(CCO)CC3)cc(=O)oc2c1	·	6	-1	0	-1	·	-4	-6
CCOC(=O)CCCNC(=O)CCNC(=O)c1ccc(OCC)cc1	2	·	·	1	-1	·	·	-4
CO[C@H](CN(C)C(=O)C1CCOCC1)[C@@H](C)CN([C@H](C)CO)S(=O)(=O)c1ccccc1	-1	-3	-4	1	·	-2.8	2	1
COC(=O)c1ccc(CSc2nc3ccccc3c(=O)n2Cc2ccco2)o1	-1	·	0	-8	-5	·	-2	14
COc1ccc(CN(C)C[C@@H]2Oc3ccc(NC(=O)Nc4ccc(F)cc4)cc3CC(=O)N([C@H](C)CO)C[C@@H]2C)cc1	-4	·	0	-3	2[16.7 µM]	-0.7	1	-2
Cc1ccc(NC(=O)c2nc[nH]c2C(=O)N[C@@H](C)C(=O)OC(C)(C)C)cc1	1	0	2	·	·	-0.6	10	-18
C[C@H]1CN([C@@H](C)CO)C(=O)c2cc(NC(=O)Cc3cn(C)c4ccccc34)ccc2O[C@@H]1CN(C)S(=O)(=O)c1ccc(F)cc1	-30	·	-3	-1	0[16.7 µM]	1.9	0	·
CC(C)(C)[C@H]1CCC(=O)N([C@H](CSc2ccc(Br)cc2)Cc2ccccc2)CC1	·	-8	1	1	3	-4.4	-2	-26
CCCN1C2=NS(=O)(=O)CCN2c2ccccc21	·	·	-2	-25	-1	·	3	3
Oc1ccc(/C=N/N2CCN(C3c4ccccc4-c4ccccc43)CC2)cc1O	4	2	3	-4	·	3.8	3	·
C[C@@H]1CCCCO[C@H](CN(C)S(=O)(=O)c2cn(C)cn2)[C@H](C)CN([C@@H](C)CO)C(=O)c2cc(NC(=O)Nc3cccc4ccccc34)ccc2O1	-9	16	46	-6	3[16.7 µM]	-2.5	-1	·
Cc1noc(C)c1S(=O)(=O)Nc1ccc2c(c1)CC(=O)N([C@H](C)CO)C[C@@H](C)[C@H](CN(C)Cc1ccc(Cl)c(Cl)c1)O2	-17	0	5	-5	-1[16.7 µM]	0.6	-1	87*
COc1ccc(CN2C[C@@H](O)COC[C@@H]3O[C@H](CC(=O)NCc4ccncn4)CC[C@H]32)cc1	24	3	-1	6	-2[16.7 µM]	-0.3	5	-2
O=C(OCC1OC(n2ccc(=O)[nH]c2=O)C(Cl)C1O)c1ccccc1 (stereo unspecified)	1	3	-1	7	-1	-0.8	16	2
CCCCn1c(N)c(N(CC(C)C)C(=O)c2ccc(C)c(S(=O)(=O)N3CCCCC3)c2)c(=O)[nH]c1=O	6	-1	·	·	·	-1.1	·	-25
O=C(O)c1ccc(Nc2ncnc3c2cnn3Cc2ccccc2)cc1	-2	-3	-1	0	-7	3.7	3	1
O=C(O)c1cccnc1Sc1ccccc1	8	-8	5	7	-4	·	0	·
NNC(=O)c1oc2nc(-c3cccs3)cc(-c3ccco3)c2c1N	·	2	-3	·	-2	0.0	2	10
CO[C@@H]1CN(C)C(=O)c2cc(NC(=O)C3CC3)ccc2OC[C@H](C)N(C(=O)c2ccccc2)C[C@H]1C	-3	7	2	-11	·	-0.4	-2	-2
CC1CCCN(C(=O)CSc2n[nH]c(-c3cccs3)n2)C1 (stereo unspecified)	-3	15	-3	·	8	-0.3	4	2
COc1ccc2[nH]c3c(c2c1)CCNC3C1CC=C(C)CC1 (stereo unspecified)	18	2	-4	6	·	5.3	1	·
Cc1ccc(C2CC(c3ccco3)n3ncnc3N2)cc1 (stereo unspecified)	-4	11	0	·	-3	1.9	1	2
CCOc1ccccc1C(=O)N(Cc1ccco1)C1CCS(=O)(=O)C1 (stereo unspecified)	·	6	0	-7	-7	·	-2	3
Cc1occc1C(=O)N/N=C/C=C/c1ccc(N(C)C)cc1	9	·	-3	-6	4	0.3	-1	-8
